Luc counter = blocks Kinase-Glo luciferase, a counter-screen artifact. Kinase-Glo luciferase, ATP luminescence, 8 min. Potency, µM (doses to about 38.3 µM), without a hit: at the top dose activity change, negative = inhibition, actives largely listed as inhibitors. 200,000 compounds, 0.28% hits. AID 1379; further: potency means the concentration at half of the fitted maximal effect; on the % scale 0 is the no-effect control and ±100 the full control effect; nearly all actives have a fitted effect of over 60% in size
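Substrate mix (final 50 mM imidazole pH 7.2, 50 mM KCl, 7 mM MgCl2, 10 uM ATP, 0.01% Tween 20, 0.05% BSA) plus pin-tool compound, then Kinase-Glo detection mix; 8 min ambient, luminescence read.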
Lamin A splicing = modulators of lamin A splicing; AID 1487; Potency, µM (series often up to 46.1 µM), without a hit: at the highest dose ratio change, negative = inhibition, most hits filed as inhibitors; 200,000 compounds, 0.01% hits; HeLa LMNA splicing GFP/RFP minigene ratio, 48 h; active means well fitted inhibition curve with a large enough effect in the signal ratio, with a control signal flat, not every such curve was filed as active; inconclusive means small, poorly fitted or top-dose-only effect, or effect the other way, or a change in a side signal; the % refers to the signal ratio; further: potency means the concentration at half of the fitted maximal effect; on the % scale 0 is the no-effect control and ±100 the full control effect
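S3 HeLa stable clones carrying a lamin A-EGFP splicing minigene plus DsRed2 were seeded at 600 cells/well in Opti-MEM with 2% FBS, pin-dosed and incubated 48 h at 37°C. Acumen cytometry (488 nm) gave the GFP/RFP total-intensity ratio.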
HttQ103 aggreg = reduces HttQ103-GFP aggregates in PC12 cells. PC12 HttQ103-GFP aggregates, Acumen cytometry, 40 h. Potency, µM (series often up to 46.1 µM), without a hit: at the top dose activity change, negative = inhibition, hits mostly inhibitors. 220,000 compounds, 1.1% hits; further: potency means the concentration at half of the fitted maximal effect; on the % scale 0 is the no-effect control and ±100 the full control effect; nearly all actives have a fitted effect of over 60% in size
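Read-out: GFP aggregate count by laser scanning cytometer (488 nm excitation, 500-530 nm emission, 1–25 µm objects >6 SD above background). Cells: PC12, inducible HTTex1-Q103-GFP, 100 nM tebufenozide; compounds titrated.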
CBFb RUNX1 block = CBF-beta/RUNX1 interaction disruption; AID 1477; Potency, µM (top dose mostly 59.8 µM), for inactives: top-dose activity, negative = inhibition, hits mostly inhibitors; Q01196+Q13951; 230,000 tested, under 10 active; AlphaScreen CBFb-His/RUNX1-biotin binding, biochemical; further: % of control where 0% means no effect
Target sequence (Q01196 whole entry, looked up): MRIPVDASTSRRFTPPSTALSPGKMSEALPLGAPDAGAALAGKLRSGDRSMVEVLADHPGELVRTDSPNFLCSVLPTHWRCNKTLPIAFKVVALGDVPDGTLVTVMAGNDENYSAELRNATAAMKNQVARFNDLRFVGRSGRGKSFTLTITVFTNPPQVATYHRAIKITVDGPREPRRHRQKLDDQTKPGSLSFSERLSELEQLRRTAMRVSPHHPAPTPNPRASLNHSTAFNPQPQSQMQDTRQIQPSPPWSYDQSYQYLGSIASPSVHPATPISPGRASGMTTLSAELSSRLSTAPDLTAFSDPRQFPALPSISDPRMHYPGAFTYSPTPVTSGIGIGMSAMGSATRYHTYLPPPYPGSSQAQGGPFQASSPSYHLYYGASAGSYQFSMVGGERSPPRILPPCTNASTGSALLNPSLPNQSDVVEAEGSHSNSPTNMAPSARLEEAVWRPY
Target sequence (Q13951 whole entry, looked up): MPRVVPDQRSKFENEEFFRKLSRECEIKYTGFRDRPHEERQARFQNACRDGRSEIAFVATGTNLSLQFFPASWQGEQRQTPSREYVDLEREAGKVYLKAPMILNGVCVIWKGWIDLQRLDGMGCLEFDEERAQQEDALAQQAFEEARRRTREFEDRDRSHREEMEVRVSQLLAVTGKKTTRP
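Compounds were screened at multiple concentrations against a preformed CBF-beta(His)/RUNX1(biotin) complex (30 nM of each) for 15 min at room temperature, followed by 90 min with nickel and streptavidin beads and AlphaScreen reading.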
SMN2 splice up = SMN2 splice variant enhancement; HEK293 SMN2-luciferase splicing reporter, luminescence, 30-36 h; Potency, µM (titrated, usually from 46.1 µM), for the others: at the top dose activity change, positive = activation, usual class: activators; 210,000 compounds, 2.8% hits; AID 1458; further: potency means the concentration at half of the fitted maximal effect; % of control where 0% means no effect; nearly all actives have a fitted effect of over 55% in size
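HEK293 cells carry an SMN2 minigene-luciferase reporter in which exon 7 inclusion puts luciferase in frame. Cells were seeded at 2000 cells/well, attached for 10-12 hours, then exposed to compounds for 30-36 hours at 37C before ONE-Glo luminescence.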
HTT ATP protect = protects HTT-Q103 PC12 cells, measured by ATP | Potency, µM (highest dose often 56.4 µM), for inactives: cytoprotection (ATP increase), actives largely listed as activators | AID 1471 | 230,000 compounds, 0.14% hits | PC12 HTT-Q103 induced, cytoprotection, ATP luminescence, 40 h;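 further: potency means the concentration at half of the fitted maximal effect; % of control where 0% means no effect; nearly all actives have a fitted effect of over 45% in size; toxic huntingtin expression switched on by the ecdysone agonist tebufenozide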
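Quantitative HTS on tebufenozide-induced (100 nM) PC12 cells expressing HTTQ103 exon 1–GFP; compounds tested as a concentration series; survival measured via cellular ATP.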
IMPase Li cell = membrane-permeable IMPase blocker, potentiated with lithium; CHO-M1 cells, IP1 TR-FRET (IP-One), carbachol + lithium; Potency, µM (titrated, usually from 59.4 µM), inactives show top-dose activity, negative = IMPase inhibition, actives largely listed as inhibitors; 210,000 compounds, 0.35% hits;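 further: IP1 builds up when IMPase is blocked and the TR-FRET signal falls; potency means the concentration at half of the fitted maximal effect; plate controls were basal vehicle for no effect and high inhibitor control for full effect; nearly all actives have a fitted effect of over 50% in size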
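IP1 accumulation measured by competitive TR-FRET in lysed CHO-M1 cells after 30 min compound exposure at 37C, with a small lithium addition to potentiate weak responses. Hill-equation AC50 from ratio and donor-channel data.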
Numbers without * were called inactive; ? = inconclusive; / = not tested or not shown; [ ] = dose if it differs, or a comment. Unless noted, the call rests on the fitted dose curve; in most records, active means well fitted curve in the direction sought with a large enough effect; inconclusive means small, poorly fitted or top-dose-only effect, or another doubt; inactive means no such curve, though single readings can be large; an effect the other way counts as inactive or inconclusive.

SMILES | Luc counter | Lamin A splicing | HttQ103 aggreg | CBFb RUNX1 block | SMN2 splice up | HTT ATP protect | IMPase Li cell
COc1ccc(NC(=O)c2cc(-c3ccccc3OC)on2)cc1 | 0% | -24% | 29% | 0% | ? | -73%[inhibitor] | 12%[38.3 µM]
Cc1nonc1N1CCN(Cc2cn[nH]c2-c2ccc(F)cc2F)CC1 | -1% | 19%[46 µM] | 1%[9.22 µM] | 2% | / | -3%[10 µM] | 2%
Cc1ccc(C2=C/C(=C\c3cccnc3)C(=O)O2)cc1 | -4% | -4% | 19% | -11% | -26% | -16%[10 µM] | 3%
COc1ccccc1NC(=O)CCN1CCCCCC1 | 2% | 2% | 3% | 11% | -7% | -7% | -5%[38.3 µM]
Cc1cc(=O)n2[nH]c(-c3ccsc3-n3c(C)ccc3C)cc2n1 | / | / | -21%[9.22 µM] | ? | / | 0%[10 µM] | /
COC(=O)c1ccc(C2C(C(=O)OCC(C)C)=C(C)N=C3SCCC(=O)N32)cc1 (stereo not given) | -2% | 11%[0.0737 µM] | -1% | 7% | 5% | -1% | 15%[38.3 µM]
Cc1sc2nc(C3CC3)nc(SCC(=O)N3CCc4ccccc4C3)c2c1C | 1% | -13% | 7.1µM* | -9% | -26% | -8%[10 µM] | 46%[activator][38.3 µM]
CCOC(=O)CNC(=O)c1c(C)nn(C)c1Cl | -2% | 11%[46 µM] | -6% | 3% | 3% | 32%[10 µM] | -3%
CNc1ccc(C2(O)C(=O)c3ccccc3C2=O)cc1 | -1% | 2% | -6% | 4% | 13% | -5%[0.074 µM] | 5%
CCOC(=O)C1CCN(C(=S)Nc2cccc(C)c2)CC1 | 4% | -3% | -16% | 9% | -9% | 29%[10 µM] | -7%
COc1cccc(CNCCO)c1OCc1ccc(Cl)cc1 | -2% | / | -3% | 1% | -23% | -30%[inhibitor] | -4%
O=C(NC(C(=O)NCCN1CCOCC1)C12CC3CC(CC(C3)C1)C2)C1CCCCC1 (stereo not given) | -6% | 4% | 5% | -2% | 19% | -3% | -6%[38.3 µM]
CN(C)CCCSc1nc(-c2ccccc2)nc2c1CCC2 | -1% | -9% | 5% | -1% | -12% | 26%[10 µM] | 24%
O=C(c1ccoc1)N1CCC(CO)(CCc2ccccc2)CC1 | / | / | -20%[9.22 µM] | 4% | / | -18%[10 µM] | 3%
Cc1ccc(S(=O)(=O)N2CCCN(S(=O)(=O)c3ccc(C)cc3)CC2)cc1 | 3% | -9% | ? | 5% | -10% | 10% | 52%[activator][38.3 µM]
CCOC(=O)CSc1nnc(CNC(=O)c2ccc(OC)cc2OC)n1-c1ccc(OC)cc1 | 11% | ? | 3% | 6% | -1% | 8% | -21%[38.3 µM]
COc1cc(N)n(S(=O)(=O)c2ccc(C)cc2)n1 | / | / | -4%[9.22 µM] | 1% | / | 9%[10 µM] | -3%
Cc1c(NC(=O)COC(=O)C2(c3ccccc3F)CCCC2)c(=O)n(-c2ccccc2)n1C | 3% | 11%[46 µM] | 7% | 19% | -15% | ? | 20%
O=C(N/N=C/c1ccncc1)C12CC3CC(CC(C3)C1)C2 | 2% | / | -13% | 1% | 1% | -44%[inhibitor] | ?
Cc1ccc(CN2C(=O)c3ccccc3C2C(=O)NCC2CCCO2)cc1 (stereo not given) | 0% | -6% | 5%[9.22 µM] | -7% | -10% | 12% | 26%[38.3 µM]
CC(NC(=O)C(=O)NN=C1CCCCCCC1)c1ccccc1 (stereo not given) | -2% | 13% | -1% | 3% | -5% | 4% | -10%[38.3 µM]
Cc1[nH]nc2c1C(c1ccsc1C)C(C#N)=C(N)O2 (stereo not given) | 7% | -6% | 4%[9.22 µM] | -1% | -18% | -1% | 27%[38.3 µM]
COc1cc(C(=O)OC(C)C(=O)Nc2ccc3c(c2)OCO3)ccc1OCc1c(C)noc1C (stereo not given) | -3% | 13% | 7% | -7% | -17% | 9% | 1%[38.3 µM]
CCCn1c(=O)[nH]c(=O)c2c(C(=O)OCC)cc(-c3cccs3)nc21 | 5% | -24%[46 µM] | 1% | -21% | 2% | -62%[inhibitor] | -9%
O=C(Cc1cccs1)N(CC1CCCO1)C1(C(=O)NC2CCCC2)CCCCC1 (stereo not given) | -1% | / | 22% | -4% | -36%[inhibitor] | -28% | 5%
CC(NC(=S)Nc1ccc(S(N)(=O)=O)cc1)c1ccc2c(c1)OCO2 (stereo not given) | 25% | ? | 5% | 0% | -24% | 22%[10 µM] | 0%
C=CCN1C(=O)CSc2ccc(C(=O)NCc3cccs3)cc21 | -3% | ? | -15% | 0% | -9% | 3%[10 µM] | 6%
CCc1nnc(NC(=O)CN2CCC(O)(c3ccccc3OC)CC2)s1 | -4% | -8% | -5% | -4% | 1% | -9% | -4%[38.3 µM]
Cc1ccccc1NC(=O)COC(=O)CCSc1ccccc1 | 0% | / | 14% | -6% | -1% | -1% | 1%
Cc1ccc(Cn2ccc(NC(=O)c3cc(-c4ccccc4)on3)n2)cc1 | 0% | -14% | 15% | 8% | -1% | -3% | 17%[38.3 µM]
CC(=O)Nc1ccc2nc(CN3CCN(CC(C)C)C(CCO)C3)ccc2c1 (stereo not given) | 1% | 4%[46 µM] | -5%[9.22 µM] | 3% | / | 17%[10 µM] | 4%
COCCCNC(=O)CCCn1c(=O)c2ccccc2n(Cc2cccc([N+](=O)[O-])c2)c1=O | 1% | / | -12% | 3% | -8% | -12% | 8%
O=c1cc(N2CCCC2)c2ccccc2o1 | 1% | 4%[46 µM] | 2%[9.22 µM] | 19% | / | 5%[10 µM] | 1%
CCOC(=O)c1c(C)[nH]c(C(=O)COC(=O)/C=C/c2ccc3c(c2)OCO3)c1C | / | -8% | 0% | 0% | / | 17%[10 µM] | /
CN(CC#CC(O)(c1ccccc1)c1ccccc1)C(C)(C)C | / | / | 3%[9.22 µM] | 4% | / | 19%[10 µM] | /
CC(C)NC(=O)N1CCC2(CC1)CCN(C(=O)c1ccco1)CC2 | -2% | / | / | / | 1% | 18% | 3%
COc1cc(C(=O)O)ccc1Cl | / | / | 1%[9.22 µM] | 11% | / | -7%[10 µM] | /
O=C(Nc1ccc(-c2nc3ccccc3[nH]2)cc1)c1ccccc1NS(=O)(=O)c1ccc(F)cc1 | -4% | ? | 25% | ? | -24% | 23%[10 µM] | 0%
CC(=O)OC1CC2C(C)(C)CCC(=O)[C@@]2(C)C2CC[C@@]3(C)C(c4ccoc4)OC(=O)C4OC43[C@]12C (stereo not given in full) | -2% | / | / | 9% | 5% | 3% | 2%
Cn1cccc1C(=O)N1CCC[C@@]2(CCN(c3cccc(-c4ccccc4)c3)C2)C1 | -2% | / | / | / | -30%[inhibitor] | ? | 3%

Nothing new here: an excerpt of the list.
SMILES | Luc counter | Lamin A splicing | HttQ103 aggreg | CBFb RUNX1 block | SMN2 splice up | HTT ATP protect | IMPase Li cell
COc1ccc(NC(=O)c2cc(-c3ccccc3OC)on2)cc1 | 0% | -24% | 29% | 0% | ? | -73%[inhibitor] | 12%[38.3 µM]
Cc1nonc1N1CCN(Cc2cn[nH]c2-c2ccc(F)cc2F)CC1 | -1% | 19%[46 µM] | 1%[9.22 µM] | 2% | / | -3%[10 µM] | 2%
Cc1ccc(C2=C/C(=C\c3cccnc3)C(=O)O2)cc1 | -4% | -4% | 19% | -11% | -26% | -16%[10 µM] | 3%
COc1ccccc1NC(=O)CCN1CCCCCC1 | 2% | 2% | 3% | 11% | -7% | -7% | -5%[38.3 µM]
Cc1cc(=O)n2[nH]c(-c3ccsc3-n3c(C)ccc3C)cc2n1 | / | / | -21%[9.22 µM] | ? | / | 0%[10 µM] | /
COC(=O)c1ccc(C2C(C(=O)OCC(C)C)=C(C)N=C3SCCC(=O)N32)cc1 (stereo not given) | -2% | 11%[0.0737 µM] | -1% | 7% | 5% | -1% | 15%[38.3 µM]
Cc1sc2nc(C3CC3)nc(SCC(=O)N3CCc4ccccc4C3)c2c1C | 1% | -13% | 7.1µM* | -9% | -26% | -8%[10 µM] | 46%[activator][38.3 µM]
CCOC(=O)CNC(=O)c1c(C)nn(C)c1Cl | -2% | 11%[46 µM] | -6% | 3% | 3% | 32%[10 µM] | -3%
CNc1ccc(C2(O)C(=O)c3ccccc3C2=O)cc1 | -1% | 2% | -6% | 4% | 13% | -5%[0.074 µM] | 5%

Other results follow:
SMILES | Luc counter | Lamin A splicing | HttQ103 aggreg | CBFb RUNX1 block | SMN2 splice up | HTT ATP protect | IMPase Li cell
COc1ccc(-c2cnc(N)n2C)cc1 | -2% | -5%[46 µM] | -8%[9.22 µM] | -12% | / | 14%[10 µM] | 1%
CCCn1c(-c2ccc(F)cc2)nc2c(NCCN3CCCC3)nc(C)nc21 | -6% | / | / | 14% | -8% | -14% | 2%
O=C(O)COc1ccc(S(=O)(=O)c2ccc(OCC(=O)O)cc2)cc1 | 17% | -10% | -5% | 0% | 17% | 3%[10 µM] | 20%[38.3 µM]
O=C(Nc1ccccc1)c1ccccc1CCc1ccccc1 | 0% | 9% | -7% | 14% | -23% | -15% | 13%[38.3 µM]
COC(=O)C(C)Sc1ncnc2c1nnn2-c1ccc(F)cc1 (stereo not given) | -10% | ? | 15% | 2% | -2% | -8% | -9%[38.3 µM]
CC(C)n1nc(C(=O)Nc2nc3ccccc3[nH]2)c2ccccc2c1=O | 2% | ? | -1% | -1% | -12% | / | 18%
CN(Cc1ccco1)c1cc(-c2ccc3c(c2)OCO3)ncn1 | / | 28% | / | / | / | -173%[inhibitor] | 15%
Cc1cc(C)c(NC(=O)C[N+](C)(C)CC(O)COc2cccc3ccccc23)c(C)c1 (stereo not given) | 4% | / | ? | -5% | -3% | -117%[inhibitor] | 7%
O=C(NCc1cccnc1)c1cc(Sc2ccccc2Cl)nc2ccccc12 | -3% | ? | -19% | 6% | -2%[1.84 µM] | 8%[10 µM] | 15%
CCn1c(COc2ccccc2)nnc1SCC(=O)c1cccc([N+](=O)[O-])c1 | 0% | -3% | -11% | -6% | -15% | 10% | -7%[38.3 µM]

Compound activity deposited in PubChem BioAssay by National Center for Advancing Translational Sciences (NCATS).

Rows were taken by chance. Share with any hit: about 4%.
